Screens as filed in PubChem BioAssay.
aSyn yeast rescue: qHTS of alpha-syn Inhibitors: NCGC Sytravon Library Screen; Potency, µM (top dose mostly 46.1 µM), inactives show top-dose growth rescue (activation), most hits filed as activators; S. cerevisiae alpha-synuclein toxicity rescue, BacTiter-Glo growth, 24 h; 94,000 tested, 0.02% active; active = well fitted activation curve with a large enough effect; inconclusive = small, poorly fitted or top-dose-only effect; note: 0% is about no effect
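Growth restoration measured by BacTiter-Glo luminescence after 24 hr at 30 deg C; alpha-synuclein yeast, raffinose-pregrown to mid-log, were added at OD600=0.02 in galactose medium onto pinned compounds.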
* marks the source's active call; other numbers are inactive results; ? = inconclusive; & = joins results of further samples; [ ] = remark or other dose. Potency is the fitted concentration of half-maximal effect. These rows are one share of the data, so the mix of outcomes need not match the whole.

SMILES | aSyn yeast rescue
COc1ccccc1NC(=O)CSc1nnc2ccc(-c3ccccn3)nn12 | -3%
O=C(CN1CCSC1=NCc1ccccc1)c1ccccc1 | -1%
CCOC(=O)Cc1c(C)nc2c(-c3ccc(Cl)cc3)cnn2c1C | 17%
Cc1ccc(S(=O)(=O)NCCSc2nnnn2-c2ccc(Cl)c(C(=O)O)c2)cc1 | -21%
O=C(Nc1ccc(OC(F)(F)F)cc1)C1CCN(S(=O)(=O)c2ccc3[nH]c(=O)ccc3c2)CC1 | 6%
COC(=O)CNC(c1ccccc1)c1cc(Br)ccc1NC(=O)c1ccc(Cl)cc1 (configuration not stated) | -8%
Cc1ccc(OCC(=O)Nc2ccccc2C(=O)OCc2cc(=O)n3ccsc3n2)cc1 | -4%
COc1ccccc1CCNC(=O)CNC(=O)Cc1cccc2ccccc12 | 10%
Cc1nc2nc(SCC(=O)NCCc3ccc(Cl)cc3)nn2c(C)c1Cc1ccccc1Cl | 14%
Cc1ccc(C(=O)Nc2nnc(S(=O)(=O)N(C)Cc3ccc(Cl)cc3)s2)cc1 | -9%
CC(=O)Nc1c(O)nc(SC/C=C/CSc2nc(O)c(NC(C)=O)c(=O)[nH]2)[nH]c1=O | -4%
COc1ccc(-c2cnc(C(N)=O)c(=O)[nH]2)cc1 | -3%
CN1CCN(C(c2cccs2)c2nnnn2Cc2ccc(F)cc2)CC1 (configuration not stated) | -2%
COc1ccccc1/C=C/C(=O)OCC(=O)NC1CC1 | -5%
Cc1ccc(Nc2nc(-c3ccc(O)cc3O)cs2)nc1 | 17%
COc1cc(OC)c(NC(=O)c2ccc3c(Cl)c4c(nc3c2)CCCC4)cc1Cl | 2%
CCCCN(C)CCCNC(=O)c1cc(-c2ccc(Br)s2)nc2ccccc12 | 16%
CCC(=O)Nc1cc2nn(-c3ccc(C)cc3)nc2cc1C | 3%
CC(NC(=O)Cc1ccccc1)c1nc2ccccc2[nH]1 (configuration not stated) | -7%
CCc1ccccc1NC(=O)Cn1nc(C(F)(F)F)c2c1CCCC2 | -21%
Cc1c(Cl)ccc2sc(NC(=O)C3CC3)nc12 | 7%
COc1cc2c(=O)n(Cc3ccco3)c(=O)n(CC(=O)Nc3ccc(F)cc3)c2cc1OC | 5%
O=C(CSc1ncn[nH]1)N1CCCCC1 | -5%
COc1ccc(CCNC(=O)c2ccc3c(c2)CCN3S(C)(=O)=O)cc1 | -12%

A different layout for part of the listing above:
| molecule | aSyn yeast rescue |
| --- | --- |
| Cc1ccc(OCC(=O)Nc2ccccc2C(=O)OCc2cc(=O)n3ccsc3n2)cc1 | -4% |
| COc1ccccc1CCNC(=O)CNC(=O)Cc1cccc2ccccc12 | 10% |
| Cc1nc2nc(SCC(=O)NCCc3ccc(Cl)cc3)nn2c(C)c1Cc1ccccc1Cl | 14% |
| Cc1ccc(C(=O)Nc2nnc(S(=O)(=O)N(C)Cc3ccc(Cl)cc3)s2)cc1 | -9% |
| CC(=O)Nc1c(O)nc(SC/C=C/CSc2nc(O)c(NC(C)=O)c(=O)[nH]2)[nH]c1=O | -4% |
| COc1ccc(-c2cnc(C(N)=O)c(=O)[nH]2)cc1 | -3% |
| CN1CCN(C(c2cccs2)c2nnnn2Cc2ccc(F)cc2)CC1 (configuration not stated) | -2% |
| COc1ccccc1/C=C/C(=O)OCC(=O)NC1CC1 | -5% |
| Cc1ccc(Nc2nc(-c3ccc(O)cc3O)cs2)nc1 | 17% |
| COc1cc(OC)c(NC(=O)c2ccc3c(Cl)c4c(nc3c2)CCCC4)cc1Cl | 2% |
| CCCCN(C)CCCNC(=O)c1cc(-c2ccc(Br)s2)nc2ccccc12 | 16% |
| CCC(=O)Nc1cc2nn(-c3ccc(C)cc3)nc2cc1C | 3% |
| CC(NC(=O)Cc1ccccc1)c1nc2ccccc2[nH]1 (configuration not stated) | -7% |
| CCc1ccccc1NC(=O)Cn1nc(C(F)(F)F)c2c1CCCC2 | -21% |
| Cc1c(Cl)ccc2sc(NC(=O)C3CC3)nc12 | 7% |
| COc1cc2c(=O)n(Cc3ccco3)c(=O)n(CC(=O)Nc3ccc(F)cc3)c2cc1OC | 5% |
| O=C(CSc1ncn[nH]1)N1CCCCC1 | -5% |
| COc1ccc(CCNC(=O)c2ccc3c(c2)CCN3S(C)(=O)=O)cc1 | -12% |

(listing goes on)
SMILES | aSyn yeast rescue
CC(C)COc1cccc(-c2cc(C(=O)Nc3ccon3)c3ccccc3n2)c1 | -5%
COc1ccc(N/C(=N/c2nc(C)cc(C)n2)NC(=O)c2ccccc2)cc1 | 5%
COc1cccc(NC(=O)Nc2ccc3nc(N4CCN(C)CC4)cc(C)c3c2)c1 | -2%
CCOCCCNC1=C(Cl)C(=O)c2ccccc2C1=O | -76%[inhibitor]
CCCCN(C)CCCNC(=O)c1cn(CC)c2ccc(S(=O)(=O)N3CCc4ccccc4C3)cc2c1=O | 3%&-1%
CC(C)CN(C(=O)COC(=O)CCSc1ccc(F)cc1)c1c(N)n(Cc2ccccc2)c(=O)[nH]c1=O | 6%
Cc1nc(SCc2cc(=O)c3cccc(F)c3[nH]2)n[nH]1 | -1%
COc1ccc(C2C(=O)N(C3CCCCC3)CC(=O)N2CCC2=CCCCC2)cc1 (configuration not stated) | -11%
O=C(Nc1cccc(Cl)c1)c1ccc(NC2=NC3CS(=O)(=O)CC3S2)cc1 (configuration not stated) | 3%
O=C(Cn1nc(C(=O)O)c2ccccc2c1=O)NC12CC3CC(CC(C3)C1)C2 | 9%
O=C(CN1C(=O)CCc2cc(Br)ccc21)Nc1ccc(OC(F)(F)F)cc1 | -1%
COc1ccc(C(=O)OCC(=O)N2CC(=O)Nc3ccccc32)cc1Br | -4%
Cc1cc(-c2ccccc2)n2nc(-c3ccc(Cl)cc3)cc2n1 | 0%
CC(=O)Nc1c(C)cc(S(C)(=O)=O)cc1C | -17%
CCOC(=O)c1[nH]c(C)c(CCC(=O)NCc2cccc(Cl)c2)c1C | -2%
O=C(OCc1ccccc1)c1cccnc1Cl | 4%
Cc1ccc(C(=O)N2CCN(Cc3ccccc3)CC2)cc1S(=O)(=O)N1CCOCC1 | 3%
Cc1nn(C)cc1-c1cc(C(=O)O)c2ccccc2n1 | 2%
O=C(O)CC1(CC(=O)N2CCN(CCO)CC2)CCCC1 | -10%
COc1ccc(CCNc2nc(-c3ccc(Cl)cc3)cc(C(F)(F)F)n2)cc1OC | -11%
Cc1ccc(C(=O)OCC(=O)NCCc2ccccc2)cc1S(=O)(=O)N1CCOCC1 | 1%
NS(=O)(=O)c1ccc(CCNCC(=O)NC2CC2)cc1 | 2%
Cc1ccc([C@H]2C[C@H](O)[C@@H](n3cc(COC(=O)c4ccccc4)nn3)CN2C(=O)C2CCCCC2)cc1 | 3%
CCOc1ccccc1C(=O)NCC(c1ccc(N(C)C)cc1)N1CCCC1 (configuration not stated) | 3%
Cc1cccc(Cn2c(C)c(C)c3cc(C(=O)NCc4ccc(C)o4)ccc32)c1 | -14%
Cc1csc(=O)n1CC(=O)OCC(=O)NCc1ccc(F)cc1 | 2%
COc1ccc(CCNC(=O)Cc2c(C)c3c(cc(C)c4c(C)coc43)oc2=O)cc1OC | 4%
N#Cc1ccc(/C=C/C(=O)c2ccccc2)cc1 | 5%
CCOC(=O)c1sc(NC(=O)CSc2nc3c(c(=O)n2-c2ccc(C)cc2)SCC3)c(C(=O)OCC)c1C | 2%
Cc1nc(CNS(=O)(=O)c2ccc3c(c2)CCCC3)cs1 | 1%
COc1cc(C2C(=O)N(C3CCCCCC3)CC(=O)N2CCC2=CCCCC2)ccc1OC(C)C (configuration not stated) | -8%
COc1cccc(CNn2cnnc2)c1O | -1%
CCOC(=O)c1nc(Nc2ccc(Cl)cc2)c2c(C)noc2n1 | 5%
Cc1ccc(NC(=O)CSc2nnc(N)s2)c([N+](=O)[O-])c1 | -1%
COC(=O)c1ccccc1NC(=O)C1CCCN(c2nnc(C)c3c(C)n(-c4ccccc4)nc23)C1 (configuration not stated) | -5%
CC(C)Oc1ccc(CNC(=O)Cn2ncn3nc(-c4cccs4)cc3c2=O)cc1 | -5%
O=c1c2ccccc2cnn1Cc1n[nH]c(=S)n1-c1ccccc1F | 10%
O=C(CCSCc1ccccc1Cl)N1CCN(c2ccc(F)cc2)CC1 | ?
CCOc1ccc(N(C(=O)c2ccc(OC)cc2)S(=O)(=O)c2ccc3c(c2)n(C)c(=O)n3C)cc1 | 8%
COc1ccc(C2c3[nH]c4ccccc4c3CCN2C(=O)CCC2CCCC2)cc1 (configuration not stated) | 20%
Cc1ccc2nc(C(=O)N3CCc4c([nH]c5ccccc45)C3c3ccccn3)cn2c1 (configuration not stated) | 7%
CC(C(=O)Nc1cccc(C#N)c1)N(C)CCOc1ccccc1 (configuration not stated) | 9%
CSc1nc(N2CCOCC2)cc(N2CCOCC2)n1 | -9%
COc1ccc(-c2cn3nc(N4CCCC(C(=O)Nc5ccccc5OC)C4)sc3n2)cc1 (configuration not stated) | -8%
CCS(=O)(=O)c1ncc(N(Cc2ccccc2)Cc2ccco2)c(C(=O)Nc2cccc(Cl)c2C)n1 | 7%
Cc1ccc(S(=O)(=O)N2CCCCC2)cc1NC(=O)c1ccc(=O)[nH]c1 | -1%
O=C(c1ccc(Cl)cc1)n1nc(-c2cccnc2)nc1NCc1ccc(F)cc1 | -14%
O=C(OCc1ccc([N+](=O)[O-])cc1)C1CCN(S(=O)(=O)c2ccccc2)CC1 | 4%
O=C1c2[nH]nc(-c3ccccc3O)c2C(c2ccc(Cl)cc2)N1Cc1ccco1 (configuration not stated) | 10%
Cc1[nH]c2ccccc2c1SCCNC(=O)c1ccccc1F | 21%
COC(=O)c1cc(Cl)ccc1NC(=O)Cn1c(C)cc(C)c(C#N)c1=O | -4%
O=C(CSc1nc(=O)n(Cc2ccncc2)c2c1CCC2)Nc1ccccc1 | 0%
CCOc1ccc(Nc2nc3ccccc3c3nnc(CC)n23)cc1 | 5%
CCn1c(CC(=O)Nc2ccccc2)nnc1SCC(=O)Nc1nnc(C)s1 | 8%
Cc1ccc(S(=O)(=O)N2CCN(Cc3noc(CCC(=O)N4CCCCC4)n3)CC2)c(C)c1 | -2%
Cc1ccc(N2CCN(S(=O)(=O)c3ccc(Cl)c4ccccc34)CC2)c(C)c1 | 7%
CCOC(=O)C(C)Oc1cccc2c(=O)n(CC(=O)NCc3ccc(F)cc3)ccc12 (configuration not stated) | 4%
COc1ccc([C@H]2N[C@]3(CCCN(Cc4ccc(F)cc4)C3=O)[C@H]3C(=O)N(Cc4ccccc4)C(=O)[C@@H]23)cc1 | -3%
CC(=O)c1ccc(NC(=O)C(C)OC(=O)c2cccc(-n3cnnn3)c2)cc1 (configuration not stated) | 2%
CCOc1ccc(N2C(=O)Cc3ccccc3C2=O)cc1 | -7%

Carrying on:
SMILES | aSyn yeast rescue
Cc1ccc(C(=O)NC(C)c2ccc(-n3ccnc3)cc2)cc1S(=O)(=O)N1CCOCC1 (configuration not stated) | 3%
Cc1cccc(OCCn2nnc3sc4c(c3c2=O)CCCC4)c1 | 19%
COc1ccc(/C(C)=N/NC2=NCCN2)cc1Cl | 1%
COc1cc(NC(=O)c2ccc(F)cc2)c(OC)cc1NC(=O)CN1CCOCC1 | 6%
CCC(C)[C@H](N)C(=O)N[C@H]1CCC2C3CC=C4C[C@@H](O)CC[C@]4(C)C3CC[C@@]21C (some centres not stated) | 7%
Cc1ccc(NCC(=O)N/N=C\c2ccc[nH]2)cc1 | -8%
Cc1ccc(OC(=O)N(C)C[C@H]2OCc3cn(nn3)CCCC(=O)N([C@H](C)CO)C[C@@H]2C)cc1 | 3%
COc1ccc(N(C)C(=O)Cn2c(=O)oc3ccccc32)c(OC)c1 | 9%
CN(CC(=O)Nc1ccc(N2CCOCC2)cc1)C(=O)c1cn(-c2ccccc2)nc1-c1ccccc1 | 6%
CCc1ccc(S(=O)(=O)Nc2ccc(-c3ccc(N4CCCC4)nn3)cc2)cc1 | -5%
CC(=O)Nc1ccc([N+](=O)[O-])c(CS(=O)(=O)c2ccc(C)cc2)c1[N+](=O)[O-] | -8%
CN(C(=O)C1CC1)C1CCS(=O)(=O)C1 (configuration not stated) | -12%
CCOC(=O)c1sc(NC(=O)c2nc3nc(C)cc(C(F)F)n3n2)c(C(=O)OC)c1C | 0%
Cc1ccc2oc(C(=O)Nc3c(C(=O)c4ccc(C)c(F)c4)oc4ccccc34)cc(=O)c2c1 | -4%
COc1cc2c(=O)c(C(=O)c3ccc(F)cc3)cn(Cc3cccc(F)c3)c2cc1OC | 6%
CSc1ccccc1NC(=O)CN1CCCCC1C (configuration not stated) | 8%
O=C(NCc1ccc2c(c1)OCO2)c1ccc2c(c1)N(Cc1ccc(F)cc1)C(=O)c1ccccc1S2=O (configuration not stated) | 3%
Cc1cccn2c(=O)c(/C=C(\C#N)c3nc4ccccc4n3C)c(Oc3ccc(Cl)cc3)nc12 | 6%
CSc1ncc(C(=O)Nc2ccccc2C)c(C)n1 | 10%
Cc1[nH][nH]c(=O)c1C(c1c(C)[nH][nH]c1=O)c1cn(C)c2ccccc12 | -7%
CCOc1ccc(/C=N/Nc2cc(C)nc(N3CCOCC3)n2)cc1 | -2%
CC(C)(C)OC(=O)N1CCC(c2c(C(=O)NCCc3ccsc3)cnn2-c2ccccc2Cl)CC1 | -2%
Cc1cc2nc(-c3ccc(NC(=O)c4ccc(OCC(C)C)cc4)cc3)oc2cc1C | -8%
COc1ccc(/C(O)=C2/C(=O)C(=O)N(c3ncccn3)C2c2ccc(F)cc2)cc1 (configuration not stated) | -3%
CCc1ccc(NC(=O)CN2C(=O)C(c3ccccc3)=NC23CCCCCC3)cc1 | 0%
CCOCCCNC(=O)c1c(NC(=O)c2nc(SC)ncc2Cl)sc2c1CCCC2 | -4%
CCOc1ccc(CNC(=O)Cn2c(=O)c3cccn3c3cccnc32)cc1 | 4%
COc1ccc(-c2cc3nc(C)c(CCC(=O)N4CCN(c5cccc(Cl)c5)CC4)c(C)n3n2)c(OC)c1 | ?
